S3 lipid droplet = qHTS Assay for Lipid Storage Modulators in Drosophila S3 Cells; Drosophila S3 cells, BODIPY lipid droplet fluorescence, 18-24 h; cells fed with added oleic acid; Potency in µM for hits, for the others lipid storage change, negative = inhibition, % at the top dose, mostly 46.1 µM; hit rate 0.64% among 320,000; active = well fitted inhibition curve with a large enough effect in the signal ratio, with a control signal flat, not every such curve was filed as active; inconclusive = small, poorly fitted or top-dose-only effect, or effect the other way, or a change in a side signal; the % refers to the signal ratio
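Drosophila S3 cells loaded with oleic acid (400 uM, as added) and compounds at several concentrations; lipid droplets imaged by 488-nm laser-scanning cytometry, 500–530 nm intensity and object ratio to cell channel. Percent activity normalized to 20 uM Triacsin C.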
S3 lipid droplet cell count max = further read-out of S3 lipid droplet, marked with its call; cell number change, %; measured here: cell count max response;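 cells counted by Cell Tracker Red CMTPX staining in the red channel; peak over a dose series mostly up to 46.1 µM; percent activity relative to internal control wells on each plate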
* hit, by the source's call; i = inactive; ? = inconclusive; . = not tested or not shown. % is set by controls: 0 for no effect and ±100 for the full control effect; potency is the fitted concentration of half-maximal effect. A portion of the library; rates above refer to the full screens.

The first four entries as a preview:
SMILES | S3 lipid droplet | S3 lipid droplet cell count max
COCCC(=O)N1CCC(Oc2ccc(C(=O)N3C[C@@H](C)O[C@@H](C)C3)cc2)CC1 | ? | .
CCCC(C)C(=O)OCC(=O)Nc1ccc(Br)cc1 (stereo not given) | ? | .
Cc1ccccc1-n1c(C)c(C#N)c(=O)c(-[n+]2ccccc2)c1[S-] | ? | .
Cn1cc(S(=O)(=O)NC2CCCC2)c(=O)n(C)c1=O | ? | .

The list itself (from the top)
SMILES | S3 lipid droplet | S3 lipid droplet cell count max
COCCC(=O)N1CCC(Oc2ccc(C(=O)N3C[C@@H](C)O[C@@H](C)C3)cc2)CC1 | ? | .
CCCC(C)C(=O)OCC(=O)Nc1ccc(Br)cc1 (stereo not given) | ? | .
Cc1ccccc1-n1c(C)c(C#N)c(=O)c(-[n+]2ccccc2)c1[S-] | ? | .
Cn1cc(S(=O)(=O)NC2CCCC2)c(=O)n(C)c1=O | ? | .
CCOC(=O)c1c(N)c(C#N)cn1-c1ccccc1 | i | .
Cc1nc2nc(COc3ccccc3)[nH]n2c(=O)c1Cc1ccccc1 | ? | .
O=C(c1ccc(-n2cncn2)c([N+](=O)[O-])c1)N1CCN(S(=O)(=O)c2ccc(Br)cc2)CC1 | ? | .
CCOC(=O)C(CC)/C(C)=N\NC(=O)c1ccccc1O (stereo not given) | -18% | 10
NC(=O)c1ccc(NC(=O)CSc2nnc(-c3ccc4c(c3)OCO4)o2)cc1 | 22% | 11
Cc1cccc(-n2nnnc2SCC(=O)NCC2(N3CCOCC3)CCCCC2)c1C | 6% | 7

Reprinted at random: two entries already listed
SMILES | S3 lipid droplet | S3 lipid droplet cell count max
NC(=O)c1ccc(NC(=O)CSc2nnc(-c3ccc4c(c3)OCO4)o2)cc1 | 22% | 11
O=C(c1ccc(-n2cncn2)c([N+](=O)[O-])c1)N1CCN(S(=O)(=O)c2ccc(Br)cc2)CC1 | ? | .

Complete entries, looked up by structure. Values in the order: S3 lipid droplet, S3 lipid droplet cell count max
Results for `COCCC(=O)N1CCC(Oc2ccc(C(=O)N3C[C@@H](C)O[C@@H](C)C3)cc2)CC1` → ?, .
Results for `CCCC(C)C(=O)OCC(=O)Nc1ccc(Br)cc1` (stereo not given) → ?, .
Results for `Cn1cc(S(=O)(=O)NC2CCCC2)c(=O)n(C)c1=O` → ?, .
Results for `Cc1nc2nc(COc3ccccc3)[nH]n2c(=O)c1Cc1ccccc1` → ?, .
Results for `NC(=O)c1ccc(NC(=O)CSc2nnc(-c3ccc4c(c3)OCO4)o2)cc1` → 22%, 11

Next part
SMILES | S3 lipid droplet | S3 lipid droplet cell count max
CSc1ccc(Cl)c(C(=O)OCC(=O)N(C)CCC#N)c1 | -10% | -13
COc1cc(/C=C/C(=O)OCC(=O)N2c3ccccc3CC2C)cc(OC)c1OC (stereo not given) | ? | .
CC12CCC(c3c(C(=O)O)nn(-c4ccc(F)cc4)c31)C2(C)C (stereo not given) | 16µM* | -9.6*
CC1(C)Cc2c(cnn2-c2cccc(F)c2)C(NC(=O)c2ccc[n+]([O-])c2)C1 (stereo not given) | ? | .
Cc1ccc(NC(=O)C2CCN(C(=O)c3ccco3)CC2)cc1C | ? | .
CCOC(=O)N1CCN(C(=O)CS(=O)(=O)c2cn(Cc3ccc(Cl)cc3)c3ccccc23)CC1 | ? | .
CN(C1CCCCC1)S(=O)(=O)c1ccc(S(=O)(=O)N2CCN(C(=O)c3ccccc3F)CC2)cc1 | ? | .
COc1ccc(CCNC(=O)NS(=O)(=O)c2ccc(C)cc2)cc1OC | 0% | 17
CCCC(c1nnnn1CCc1ccccc1)N1CCC(C(N)=O)CC1 (stereo not given) | 1% | 6
CCN(CC(=O)NCc1ccncc1)S(=O)(=O)c1ccc(OC)cc1 | ? | .
CCOC(=O)C1CCN(C(=O)c2cccs2)CC1 | 22% | -4
Cn1c(SCC(=O)N2CCOCC2)nc2cccnc21 | 16% | 10
CCOC(=O)Cc1nnc(Nc2cccc(O)c2)c2ccccc12 | i | .
COc1ccc(C(=O)Nc2cccc(N(C)S(C)(=O)=O)c2)cc1OC | ? | .
COc1ccc(/C=C/c2nnc(NC(=O)C(C)C)s2)cc1 | ? | .
Cc1c(Cl)cccc1N1C(=O)CC(N(O)c2ccccc2)C1=O (stereo not given) | i | 14
COC(=O)c1cc2c(ccn2-c2ccc(F)cc2)n1Cc1ccc(OC)cc1 | ? | .
O=C(COC(=O)c1ccc(O)cc1)Nc1ccc(OC(F)F)cc1 | ? | .
COc1cc(NC(=S)N2CCN(c3ccccn3)CC2)c(OC)cc1Cl | i | -8
Cc1ccc2c(c1)C(c1ccc(F)cc1)N(C(=O)c1cc3ccccc3oc1=O)CC(=O)N2 (stereo not given) | ? | .
CCc1ccc(NC(=O)/C(C#N)=C/c2ccncc2)cc1 | 17% | 21
COc1ccc(Cc2n[nH]c(=S)n2-c2ccc3c(c2)OCCO3)cc1 | 21% | 3
COc1ccc(OCc2nnc(SCC(N)=O)n2N)cc1 | ? | .
O=C(CN1C(=O)NC2(CCOc3ccccc32)C1=O)c1ccc[nH]1 (stereo not given) | 11% | .
O=C(CSc1ncccc1C(=O)O)Nc1ccc2c(c1)OCCO2 | ? | .
CCCCn1nc2cc(C(=O)N(CC)c3ccc(OC)cc3)ccc2c1OCC | ? | .
Cc1cc(OCC(=O)N2CCN(c3cccc(Cl)c3)CC2)c2c(C)c(C)c(=O)oc2c1 | ? | .
CCOC(=O)c1sc2nc3n(c(=O)c2c1C)CCCCC3 | 14% | -7
Cc1ccc(NC(=S)N2CCOCC2)cc1 | ? | .
O=C1c2ccccc2C(=O)N1Nc1ccc([N+](=O)[O-])cc1[N+](=O)[O-] | -14% | -15

Four compounds from above, sorted by their value in S3 lipid droplet cell count max, descending:
SMILES | S3 lipid droplet cell count max
CCc1ccc(NC(=O)/C(C#N)=C/c2ccncc2)cc1 | 21
COc1ccc(Cc2n[nH]c(=S)n2-c2ccc3c(c2)OCCO3)cc1 | 3
CCOC(=O)c1sc2nc3n(c(=O)c2c1C)CCCCC3 | -7
O=C1c2ccccc2C(=O)N1Nc1ccc([N+](=O)[O-])cc1[N+](=O)[O-] | -15

Next section
SMILES | S3 lipid droplet | S3 lipid droplet cell count max
COc1ccc(-c2cc(=O)oc3cc(OCC(=O)N4CCOCC4)ccc23)cc1 | ? | .
CC(=O)c1ccccc1OC(=O)c1ccco1 | -2% | -21
CC(=O)c1cccc(NC(=O)CSc2nnc(-c3ccncc3)o2)c1 | i | 13
Cc1nn(C(=O)c2ccc3c(c2)OCO3)c(N)c1-c1ccccc1 | i | .
CCC(Sc1ncnc2c1nnn2-c1ccc(F)cc1)C(=O)OC (stereo not given) | 10% | -1
CC1CCc2c(sc(NC(=O)c3ccccc3C(=O)O)c2C#N)C1 (stereo not given) | 21% | 9
O=C(COc1ccc(Cl)cc1Cl)N(c1ccccn1)C1CCCCC1 | 19% | 0
COc1ccc(CCNC2=NCCS2)cc1OC | 6% | 5
Cc1nc(Cc2nnc(SCC(=O)N(C)c3ccccc3)o2)cs1 | 14% | -1
Cc1cc(OC(C)C)c2c(-c3ccccc3)cc(=O)oc2c1 | ? | .
CC(C)[C@H](NC(=O)C1CCN(S(=O)(=O)c2ccccc2)CC1)C(=O)NCc1ccco1 | 17% | .
O=C(Nc1ccccc1)N1CCNCC1 | -15% | -7
COc1ccc(NS(=O)(=O)c2cccc(NC(=O)CCS(=O)(=O)c3ccccc3)c2)cc1 | -24% | -3
CCOc1ccc(NC(=O)CC2C(=O)N(c3ccc(OC)cc3)C(=S)N2Cc2ccccn2)cc1 (stereo not given) | -11% | -3
Cc1cccc(-n2cnc(C(=O)N/N=C/c3ccccc3)c2)n1 | ? | .
O=[N+]([O-])CC(c1ccccc1)P(=O)(c1ccccc1)c1ccccc1 (stereo not given) | -7% | -7
OCc1cc(CO)c(O)c(CCc2ccccc2)n1 | ? | .
c1ccc(-c2nnc(N3CCOCC3)nc2-c2ccccc2)cc1 | 10% | -16
CCOc1cc(NC(=S)NCCCN2CCOCC2)c(OCC)cc1NC(=O)c1cccc(F)c1 | ? | .
O=C(c1cccc(S(=O)(=O)NCc2ccc3c(c2)OCO3)c1)N1CCCC1 | ? | .
O=C1c2ccccc2C(Nc2cccc(C(F)(F)F)c2)N1Cc1ccco1 (stereo not given) | ? | .
Cc1ncc(CO)c2c1Oc1nc(-c3ccccc3)nc(SCC(=O)N(C)c3ccccc3)c1C2 | ? | .
Cc1ccc(CN2CC(C(=O)N3CCN(S(=O)(=O)c4cc(C)ccc4C)CC3)CC2=O)cc1 (stereo not given) | i | -16
COc1ccc(CCNC(=O)C2c3ccccc3C(=O)N2CCC(C)C)cc1OC (stereo not given) | ? | .
COc1ccc(S(=O)(=O)Cc2ccc(C(=O)N3CCN(C(=O)c4ccco4)CC3)o2)cc1 | ? | .
Cc1cc(C)n2nc(C(=O)OC(C)C(=O)c3ccccc3)nc2n1 (stereo not given) | ? | .
O=C(NCc1ccco1)C1CCCN(S(=O)(=O)c2cc(Cl)ccc2Cl)C1 (stereo not given) | ? | .
c1ccc2c(c1)CC(N1CCCCC1)c1ccccc1N2 (stereo not given) | 8% | 7
CC(C)Cc1nc(N2CCN(C(=O)C(C)C)CC2)c(C#N)c2c1CCC2 | ? | .
c1cn2c(NC3CCCCC3)c(-c3ccc(SC4CCCCC4)cc3)nc2cn1 | i | -23
O=C(Nc1ccon1)c1ccc(Cl)c(S(=O)(=O)N2CCCCC2)c1 | i | 7
Cc1ccc(S(=O)(=O)NNC(=O)c2cc3cc4ccccc4nc3s2)cc1 | 19% | -1
O=c1oc2ccccc2c(N2CCOCC2)c1[N+](=O)[O-] | ? | .
CCOc1cc(C(=O)OC(C)C(=O)Nc2ccc(NC(C)=O)cc2)ccc1OCC(=O)N1CCCCC1 (stereo not given) | -18% | 2
O=C(CCCOc1ccc(Cl)cc1Cl)NN1CCOCC1 | ? | .
COc1ccc(C(=O)CC(Nc2ccc([N+](=O)[O-])cc2)c2ccc(OC)cc2)cc1 (stereo not given) | i | .
CCCN1CCC(=O)N([C@H](CSc2ccccc2)c2ccccc2)CC1 | ? | .
O=C(CSc1nc2c(sc3ccccc32)c(=O)n1Cc1ccccc1)NCC1CCCO1 (stereo not given) | ? | .
CCOC(=O)C1=NN(c2cccc(Cl)c2)C2=NC(C)=C(C(=O)OC)C(c3cccs3)N12 (stereo not given) | -3% | -18
Cc1cc(C)c2nc(N(CCCN(C)C)C(=O)C3=COCCO3)sc2c1 | -22% | -20
COC(=O)[C@@H]1Cc2c([nH]c3ccccc23)C(C)N1C(=O)c1ccccc1 (stereo not given in full) | i | 7
CCOC(=O)c1c(-c2cccs2)csc1NC(=O)C(C)(C)C | ? | .
O=S(=O)(NC1CCN(Cc2ccccc2)CC1)c1ccc(Cl)cc1 | 0% | -5
C=C1C2(C(=O)Nc3ccc(SC(F)F)cc3)CCC(C2)C1(C)C (stereo not given) | 2% | -1
COc1ccc(C2OC(=O)Cc3cc(OC)c(OC)cc32)cc1 (stereo not given) | 7% | 11
O=S(=O)(Nc1ccccc1)c1ccc(F)cc1 | ? | .
CCc1ccc(NC(=O)C(C)Nc2ccc(S(=O)(=O)NC(C)=O)cc2)cc1 (stereo not given) | ? | .
O=C(O)c1ccccc1C(=O)N1CCN(Cc2ccc3c(c2)OCO3)CC1 | ? | .
CCOc1ncccc1C(=O)NCC(c1ccccc1)N(C)C (stereo not given) | i | 28
Cc1ccc(NC(=O)c2ccc3c(=O)n4c(nc3c2)CCCCC4)nc1 | i | .
Carrying on:
SMILES | S3 lipid droplet | S3 lipid droplet cell count max
COc1ccc(N(C(=O)/C=C/C(=O)Nc2cc(C)on2)C(C(=O)NC2CCCC2)c2ccccc2C)cc1 (stereo not given) | ? | .
O=S(=O)(c1ccc(NC2CCCc3ccccc32)nc1)N1CCOCC1 (stereo not given) | 13% | -16
Cc1noc(C)c1COc1ccc(C(=O)OCC(=O)N2c3ccccc3NC(=O)C2(C)C)cc1 | ? | .
CCCN(CCC)CCNC(=O)c1cc2c(-c3ccc(Cl)cc3)nn(C)c2s1 | ? | .
CCN(c1ccc(C)cc1C)S(=O)(=O)c1nnc(NC(=O)C(C)C)s1 | -10% | 6
COc1cccc(CNC(=O)C2CCN(S(=O)(=O)c3ccc4c(c3)CCC(=O)N4)CC2)c1 | -7% | -5
CCO[C@H]1OC(C(=O)N2CCOCC2)=C[C@@H](c2ccc(C(F)(F)F)cc2)[C@@H]1CCCO | 1% | 2
COCCCNC(=O)CN1C(=O)/C(=C/c2ccccc2)Sc2ccccc21 | -11% | .
COc1ccc(NC(=O)CSc2nc3ccccc3nc2N2CCCCC2)cc1 | -11% | -10
CCOC(=O)c1[nH]c(C)c(C(=O)NC)c1C | 2% | 1
OCC[C@H]1C[C@@H](O)[C@H](O)[C@]2(CCCc3ccccc3O2)O1 | ? | .
CCCOc1ccc(CSC(CC(=O)O)C(=O)O)cc1 (stereo not given) | 24% | .
O=C(Cc1ccc(NC2=NC3CS(=O)(=O)CC3S2)cc1)NCCc1ccccc1 (stereo not given) | ? | .
CC1=CC(C)(C)NC(=S)N1c1ccc2ccccc2c1 | ? | .
CC(C)c1ccc(NC(=O)Cn2ncn3c(cc4ccccc43)c2=O)cc1 | ? | .
O=C1C2C3C=CC(C3)C2C(=O)N1CCN1CCN(Cc2ccc([N+](=O)[O-])cc2)CC1 (stereo not given) | ? | .
CCCc1nc(SCC(=O)N2CCC(Cc3ccccc3)CC2)c2c(=O)n(C)c(=O)n(C)c2n1 | ? | .
CC(=O)c1ccc(N/N=C2/CCCNC2=O)cc1 | 4% | 7

Screening data from PubChem.
